SW480 rerep: induces DNA re-replication in SW480 colon adenocarcinoma cells; SW480 DNA re-replication, Hoechst DNA content imaging, 48 h; Potency, µM (series often up to 46.1 µM), for inactives: at the top dose re-replication activation, actives largely listed as activators; 340,000 compounds, 1.8% hits; AID 624297; note: potency is the fitted concentration of half-maximal effect; % of control where 0% means no effect; nearly all actives have a fitted effect of over 55% in size
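Image-based DNA-content assay: after two days of treatment, nuclei were labelled with the DNA dye Hoechst and imaged, and hits were compounds raising the count of nuclei showing high fluorescence intensity.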
HT1080 IDH1KD tx: HT-1080 IDH1 knockdown cell toxicity (counter line); Potency, µM (top dose mostly 46.1 µM), for inactives: top-dose activity, negative = toxicity, usual class: cytotoxic; AID 686971; HT-1080 IDH1 knockdown viability, ATP luminescence, 48 h; 360,000 compounds, 2% hits;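 note: potency is the fitted concentration of half-maximal effect; 0% = DMSO wells and -100% = cell-free medium wells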
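Knockdown cells (IDH1KD HT-1080) received compounds 2 h after plating at 750 cells/well and were kept 48 h at 37 °C in 5% FBS RPMI. A CellTiter-Glo luminescence read gave % activity for curve fitting.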
KB-V1 cytotox: kills drug-selected multidrug resistant KB-V1 cells. KB-V1 MDR cells viability, CellTiter-Glo, 72 h. Potency, µM (series often up to 46.1 µM), inactives show at the top dose activity change, negative = cytotoxicity, usual class: cytotoxic. 400,000 compounds, 3.4% hits. AID 1347076; note: potency is the fitted concentration of half-maximal effect; % is set by controls: 0 for no effect and ±100 for the full control effect; nearly all actives have a fitted effect of over 60% in size
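qHTS viability screen in drug-selected KB-V1 MDR cells: 72 h compound treatment at 37 degrees C, ATP luminescence end point.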
HT1080-NT tox: kills 2HG-producing HT-1080-NT fibrosarcoma cells | HT-1080-NT fibrosarcoma viability, CellTiter-Glo ATP luminescence, 48 h | Potency, µM (highest dose often 46.1 µM), inactives show top-dose activity, negative = less viability, actives largely listed as cytotoxic | 360,000 compounds, 1.6% hits;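 note: NT is the 2HG producing partner of a matched IDH1 knockdown line; potency is the fitted concentration of half-maximal effect; 0% = DMSO-treated cells and -100% = media-only wells without cells; nearly all actives have a fitted effect of over 55% in size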
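Toxicity toward the 2HG-producing NT line was scored as %Activity, normalised to DMSO and no-cell wells, from CellTiter-Glo luminescence after 48 hours' treatment.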
DRD3 agonist: D3 dopamine receptor (human) agonism. P35462. D3R DiscoveRx beta-arrestin cells, luminescence, 90 min. max activation, %. 410,000 compounds, 0.58% hits. AID 652048; in the data active = max activation above about 30%; note: 0% is about no effect; mostly tested at two doses, the higher about 12 µM
Target sequence (P35462 whole entry, looked up): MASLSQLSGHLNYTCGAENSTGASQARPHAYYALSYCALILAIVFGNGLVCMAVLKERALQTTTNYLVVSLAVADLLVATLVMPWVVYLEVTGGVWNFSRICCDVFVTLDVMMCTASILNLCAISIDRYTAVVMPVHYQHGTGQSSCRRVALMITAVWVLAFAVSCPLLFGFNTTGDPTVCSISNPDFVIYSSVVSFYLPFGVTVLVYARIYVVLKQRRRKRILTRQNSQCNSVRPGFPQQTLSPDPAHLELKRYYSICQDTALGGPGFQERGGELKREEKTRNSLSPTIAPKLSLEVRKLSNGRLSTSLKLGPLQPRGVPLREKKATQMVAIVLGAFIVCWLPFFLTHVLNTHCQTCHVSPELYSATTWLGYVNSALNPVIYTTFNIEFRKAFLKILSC
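Cells at 1500/well, incubated overnight, then treated with pinned compounds (dopamine as control) for 90 min at 37 degrees C. DiscoveRx reagent added for 30 - 60 minutes at room temperature; luminescence read.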
IL-1B inflam inh: blocks inflammasome-driven IL-1 beta release; THP-1 LPS/ATP IL-1B secretion, AlphaLISA, 16 h; hits give low values; activity change, % at 57.5 µM; 360,000 compounds, 4.7% hits; in the data active = activity change below about -50%; inconclusive = mostly about -30% to -49%; note: % is set by controls: 0 for no effect and ±100 for the full control effect
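Secreted IL-1B measured by AlphaLISA bead assay after 16 h compound exposure of THP-1 cells; compounds (final up to 57.5 uM) added 1 h before LPS (250 ng/mL) and ATP (1.25 mM) stimulation; lower signal means less secretion.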
DRD3 antagonist: D3 dopamine receptor (human) antagonism; max response, negative = inhibition, %; AID 652054; D3R cells, DiscoveRx beta-arrestin luminescence, antagonist mode; hits give low values; P35462; 360,000 compounds, 2.5% hits; in the data active = max response below about -50%; inconclusive = no clear call, values can overlap the other calls; note: % is set by controls: 0 for no effect and ±100 for the full control effect; mostly tested at two doses, the higher about 12 µM
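Cells expressing the human receptor were seeded at 1500 cells/well, incubated overnight at 37 degrees C in 5% CO2, then exposed to library compounds with dopamine controls for 90 minutes at 37 degrees C before luminescent detection.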
GLP1R ag: agonists of human GLP-1 receptor; P43220; Potency, µM (series often up to 45.6 µM), inactives show at the highest dose activation, hits mostly activators; HEK293 GLP-1R CRE-luciferase, luminescence, 4-6 h; cells express a hypersensitive GLP-1R form; AID 624172; 380,000 compounds, 0.007% hits; note: potency is the fitted concentration of half-maximal effect; % of control where 0% means no effect
Target sequence (P43220 whole entry, looked up): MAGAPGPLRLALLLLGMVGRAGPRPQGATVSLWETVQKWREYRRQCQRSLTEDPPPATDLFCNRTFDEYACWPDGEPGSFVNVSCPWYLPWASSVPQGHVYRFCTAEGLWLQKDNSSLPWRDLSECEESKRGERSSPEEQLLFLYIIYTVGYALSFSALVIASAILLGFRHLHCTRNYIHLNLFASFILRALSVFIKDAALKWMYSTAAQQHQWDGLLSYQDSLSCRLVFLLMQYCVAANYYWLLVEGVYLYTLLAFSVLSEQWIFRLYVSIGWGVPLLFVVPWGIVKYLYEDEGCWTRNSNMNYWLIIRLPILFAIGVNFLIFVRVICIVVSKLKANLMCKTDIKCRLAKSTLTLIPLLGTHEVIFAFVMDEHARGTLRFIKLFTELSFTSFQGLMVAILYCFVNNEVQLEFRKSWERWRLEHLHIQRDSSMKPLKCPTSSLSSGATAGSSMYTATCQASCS
KB-3-1 tox: kills parental KB-3-1 adenocarcinoma cells; KB-3-1 viability, CellTiter-Glo ATP luminescence, 72 h; Potency, µM (doses to about 46.1 µM), for the others: at the highest dose activity change, negative = cytotoxic, most hits filed as cytotoxic; 400,000 compounds, 1.4% hits; note: potency is the fitted concentration of half-maximal effect; % is set by controls: 0 for no effect and ±100 for the full control effect; nearly all actives have a fitted effect of over 60% in size
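72 h, 37 °C compound treatment of KB-3-1 parental cells; CellTiter-Glo added, 10 min, luminescence read. Data corrected against DMSO-only plates and normalized before curve fitting.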
* marks the source's active call; other numbers are inactive results; [ ] = dose if it differs, or a comment. Unless noted, calls come from the whole dose curve; as a rule, active = well fitted curve in the direction sought with a large enough effect; inconclusive = small, poorly fitted or top-dose-only effect, or another doubt; inactive = no such curve, though single readings can be large; an effect the other way counts as inactive or inconclusive. Outcome played no part in choosing rows (roughly 12% active in at least one column).

Results for C=CCNC(=S)NNc1nc(N2CCCC2)nc(N2CCCC2)n1 ?
SW480 rerep: 4%; HT1080 IDH1KD tx: -4%; KB-V1 cytotox: -14%; HT1080-NT tox: 0%; DRD3 agonist: -4; IL-1B inflam inh: -6; DRD3 antagonist: 0; GLP1R ag: -6%; KB-3-1 tox: -16%

What do the screens show for `Cc1nnc(NC(=O)CSc2nnc(NC(=O)C(C)(C)C)s2)s1`?
SW480 rerep: -35%[inhibitor]; HT1080 IDH1KD tx: 9%; KB-V1 cytotox: 21%; HT1080-NT tox: 6%; DRD3 agonist: 2; IL-1B inflam inh: 1; DRD3 antagonist: -2; GLP1R ag: 10%; KB-3-1 tox: 1%

What do the screens show for `COC(=O)CCC(NC(=O)c1cc(C)oc1C)C(=O)OC` (configuration not stated)?
SW480 rerep: -5%; HT1080 IDH1KD tx: 7%; KB-V1 cytotox: 5%; HT1080-NT tox: 10%; DRD3 agonist: 5; IL-1B inflam inh: 26; DRD3 antagonist: -6; GLP1R ag: -15%; KB-3-1 tox: 12%

What do the screens show for `CC(C)(C)NC(=O)COC(=O)c1ccc(S(=O)(=O)N2CCCCCC2)cc1`?
SW480 rerep: 2%; HT1080 IDH1KD tx: -2%; KB-V1 cytotox: 3%; HT1080-NT tox: -2%; DRD3 agonist: -2; IL-1B inflam inh: 36; DRD3 antagonist: 2; GLP1R ag: -9%; KB-3-1 tox: -4%

What do the screens show for `CCOC1(OCC)C(c2ccc(N)cc2)C(C#N)(C#N)C1(OCC)OCC` (configuration not stated)?
SW480 rerep: -6%; HT1080 IDH1KD tx: 0%; KB-V1 cytotox: 17%; HT1080-NT tox: 8%; DRD3 agonist: 2; IL-1B inflam inh: -7; DRD3 antagonist: -5; GLP1R ag: -2%; KB-3-1 tox: 5%

How did CCc1nnc(NC(=O)c2ccco2)s1 do in these assays?
HT1080 IDH1KD tx: 0%; KB-V1 cytotox: 28%; HT1080-NT tox: -3%; DRD3 agonist: -9; IL-1B inflam inh: 10; DRD3 antagonist: -8; GLP1R ag: -5%; KB-3-1 tox: -4%

Results for c1csc(-n2nc3ccccc3n2)c1 ?
SW480 rerep: -1%; HT1080 IDH1KD tx: 1%; KB-V1 cytotox: 19%; HT1080-NT tox: 11%; DRD3 agonist: 1; IL-1B inflam inh: -3; DRD3 antagonist: -7; GLP1R ag: -5%; KB-3-1 tox: 21%

Results for CCOC(=O)c1sc2nccc(N(C)C)c2c1N=CNOCc1c(F)cccc1Cl ?
SW480 rerep: inconclusive; HT1080 IDH1KD tx: -24%; KB-V1 cytotox: inconclusive; HT1080-NT tox: -25%; DRD3 agonist: 2; IL-1B inflam inh: -3; DRD3 antagonist: 10; GLP1R ag: 7%; KB-3-1 tox: 9%

What do the screens show for `N#Cc1ccccc1Cn1c(=O)oc2ccccc21`?
SW480 rerep: -36%; HT1080 IDH1KD tx: -6%; KB-V1 cytotox: 0%; HT1080-NT tox: 5%; DRD3 agonist: 6; IL-1B inflam inh: 9; DRD3 antagonist: 10; GLP1R ag: -3%; KB-3-1 tox: 12%

How did CC1=NN(C(=O)Cc2ccc([N+](=O)[O-])cc2)C(O)(C(F)(F)C(F)(F)F)C1 (configuration not stated) do in these assays?
SW480 rerep: 159%; HT1080 IDH1KD tx: -14%; KB-V1 cytotox: inconclusive; HT1080-NT tox: 1%; DRD3 agonist: -11; IL-1B inflam inh: 71; DRD3 antagonist: inconclusive; GLP1R ag: -2%; KB-3-1 tox: 1%

How did c1ccc2c(c1)C(=NCC1CCCO1)NC2=NCC1CCCO1 (configuration not stated) do in these assays?
SW480 rerep: -4%; HT1080 IDH1KD tx: 4%[9.24 µM]; KB-V1 cytotox: 0%; HT1080-NT tox: 3%; DRD3 agonist: 0; IL-1B inflam inh: 3; DRD3 antagonist: 4; GLP1R ag: 7%; KB-3-1 tox: -10%

How did O=C(O)C1CCCN1C(=O)Nc1ccccc1 (configuration not stated) do in these assays?
SW480 rerep: -5%; HT1080 IDH1KD tx: 21%; KB-V1 cytotox: 1%; HT1080-NT tox: 13%; DRD3 agonist: 5; IL-1B inflam inh: 29; DRD3 antagonist: 46; GLP1R ag: -17%; KB-3-1 tox: 8%

How did Cc1ccc(S(=O)(=O)NCCNc2ccc(Br)c(C)c2)cc1 do in these assays?
SW480 rerep: 0%; HT1080 IDH1KD tx: -15%; KB-V1 cytotox: 0%; HT1080-NT tox: 5%; DRD3 agonist: 4; IL-1B inflam inh: 6; DRD3 antagonist: 8; GLP1R ag: 18%; KB-3-1 tox: 0%

How did COc1ccc(CCNC(=O)CSc2ccc3nnc(CCNC(=O)c4ccc(C)cc4)n3n2)cc1OC do in these assays?
SW480 rerep: 5%; HT1080 IDH1KD tx: 5%; KB-V1 cytotox: 4%; HT1080-NT tox: 21%; DRD3 agonist: -1; IL-1B inflam inh: 8; DRD3 antagonist: 15; GLP1R ag: 0%; KB-3-1 tox: -23%

How did O=C(C1=C[C@@H](C2CC2)C[C@@H](OCCCCO)O1)N1CCN(Cc2ccccc2)CC1 do in these assays?
SW480 rerep: -8%[9.22 µM]; HT1080 IDH1KD tx: 7%; KB-V1 cytotox: -18%; HT1080-NT tox: 11%; DRD3 agonist: 5; IL-1B inflam inh: -8; DRD3 antagonist: 0; GLP1R ag: 3%; KB-3-1 tox: -3%

How did CCOC(=O)C1CN(S(=O)(=O)c2ccccc2)CCN1S(=O)(=O)c1ccccc1 (configuration not stated) do in these assays?
SW480 rerep: -2%; HT1080 IDH1KD tx: 1%; KB-V1 cytotox: -14%; HT1080-NT tox: 13%; DRD3 agonist: 6; IL-1B inflam inh: 20; DRD3 antagonist: 14; GLP1R ag: 4%; KB-3-1 tox: 0%

What do the screens show for `Cc1ccccc1CNC(=O)c1ccccc1C(=O)O`?
SW480 rerep: 5%; HT1080 IDH1KD tx: 15%; KB-V1 cytotox: 11%; HT1080-NT tox: 16%; DRD3 agonist: 2; IL-1B inflam inh: 17; DRD3 antagonist: 8; GLP1R ag: 4%; KB-3-1 tox: -1%

How did CCC(=O)NC(c1cc(Cl)c2cccnc2c1O)C(C)C (configuration not stated) do in these assays?
SW480 rerep: 0.23µM*; KB-V1 cytotox: inconclusive; GLP1R ag: 7%; KB-3-1 tox: -9%

What do the screens show for `O=C1CCCC2=C1CC(C(=O)OCc1ccccc1)C(=O)N2Cc1ccccc1` (configuration not stated)?
SW480 rerep: inconclusive; HT1080 IDH1KD tx: -4%; KB-V1 cytotox: 0%; HT1080-NT tox: -12%; DRD3 agonist: -2; IL-1B inflam inh: 31; DRD3 antagonist: 0; GLP1R ag: -1%; KB-3-1 tox: 0%

How did O=C(CNC(=O)c1ccco1)OCC(=O)c1ccc(Cl)cc1Cl do in these assays?
SW480 rerep: -4%; HT1080 IDH1KD tx: 1%; KB-V1 cytotox: 14%; HT1080-NT tox: 8%; DRD3 agonist: -9; IL-1B inflam inh: -8; DRD3 antagonist: -13; GLP1R ag: 3%; KB-3-1 tox: 2%

Results for COc1ccc(N2CC(C(=O)N/N=C/c3cc([N+](=O)[O-])ccc3O)CC2=O)cc1 (configuration not stated) ?
SW480 rerep: inconclusive; HT1080 IDH1KD tx: inconclusive; KB-V1 cytotox: 0%; HT1080-NT tox: 4%; DRD3 agonist: -2; IL-1B inflam inh: 96; DRD3 antagonist: -52*; GLP1R ag: -3%; KB-3-1 tox: inconclusive

Results for CCOC(=O)c1sc(NC(=O)/C=C/c2ccccc2)nc1C ?
SW480 rerep: -17%; HT1080 IDH1KD tx: 11%; KB-V1 cytotox: -4%; HT1080-NT tox: 17%; DRD3 agonist: -12; IL-1B inflam inh: -8; DRD3 antagonist: -26; GLP1R ag: -5%; KB-3-1 tox: inconclusive

Results for COc1ccc(C(=O)COC(=O)CCc2nc3ccccc3[nH]c2=O)cc1Br ?
SW480 rerep: -4%; HT1080 IDH1KD tx: 17%; KB-V1 cytotox: 9%; HT1080-NT tox: 21%; DRD3 agonist: -1; IL-1B inflam inh: 3; DRD3 antagonist: 6; GLP1R ag: 4%; KB-3-1 tox: 4%

What do the screens show for `O=C(Nc1ccc2ccccc2n1)c1ccccc1Br`?
SW480 rerep: -21%; HT1080 IDH1KD tx: -23%; KB-V1 cytotox: -3%; HT1080-NT tox: -21%; DRD3 agonist: 6; IL-1B inflam inh: 30; DRD3 antagonist: 3; GLP1R ag: 13%; KB-3-1 tox: -2%

What do the screens show for `C=CCNc1nnc(Cl)c2ccccc12`?
SW480 rerep: -1%; HT1080 IDH1KD tx: -4%; KB-V1 cytotox: -14%; HT1080-NT tox: -3%; DRD3 agonist: -20; IL-1B inflam inh: -3; DRD3 antagonist: -7; GLP1R ag: 3%; KB-3-1 tox: -1%

How did Cc1nn(Cc2c(F)c(F)c(F)c(F)c2F)c(C)c1NC(=O)c1cccc(COc2ccccc2Cl)c1 do in these assays?
SW480 rerep: -2%; HT1080 IDH1KD tx: -28%; KB-V1 cytotox: 2.6µM*; HT1080-NT tox: inconclusive; DRD3 agonist: -10; IL-1B inflam inh: 6; DRD3 antagonist: 42; GLP1R ag: -12%; KB-3-1 tox: -16%

How did O=C(COC(=O)c1ccc(Cl)cc1)NC1CCCCCC1 do in these assays?
SW480 rerep: -5%; HT1080 IDH1KD tx: 3%; KB-V1 cytotox: 8%; HT1080-NT tox: 4%; DRD3 agonist: 0; IL-1B inflam inh: -5; DRD3 antagonist: 1; GLP1R ag: -12%; KB-3-1 tox: -8%
